High-throughput results from PubChem BioAssay.
RNase H inhibition: RNase H inhibition, HIV 1 Gag Pol polyprotein, FRET biochemical assay, screening (AID 372) | one-dose inhibition, % at 10 µM; IC50 in µM for titrated hits | HIV-1 RT RNase H, FRET RNA/DNA substrate fluorescence; higher % means a stronger effect | 100,000 tested, 0.77% active; in the data active = inhibition above about 50%
An asterisk follows results filed as active. Only part of the results is shown; count on the stated rates, not on these rows.

SMILES | RNase H inhibition
O=[N+]([O-])c1cnc(Nc2ccc3ccccc3c2)nc1 | 0.0%
COc1ccc(C2CC3CC(c4ccccc4)N2O3)cc1 (stereo not given) | 0.0%
Oc1ccc(Br)cc1C1N(c2ccccc2)CCN1c1ccccc1 | 10.0%
Cc1ccc(-n2nc3cc(C)c(NC(=O)Cc4ccccc4)cc3n2)cc1 | 16.0%
C(=N\n1cnnc1)/c1ccc(OCCOc2ccc(C3CCCCC3)cc2)cc1 | 0.0%
COC(=O)C1=CN(Cc2cccs2)C=C(C(=O)OC)C1c1ccc(C)s1 | 24.0%
CCc1ccccc1N(CC(=O)N1CCCCCC1)S(C)(=O)=O | 14.0%
O=C(NC(=S)Nc1cccc(-c2nc3ccccc3s2)c1)c1cccs1 | 7.0%
COc1ccc(-n2nc3cc(C)c(NC(=O)c4cc5ccccc5o4)cc3n2)cc1 | 12.0%
COc1cccc(C=Nc2ccc(Cl)cc2Cl)c1O | 12.0%
Cc1ccc(C(=O)O/N=C(\N)Cc2ccc(Cl)cc2Cl)cc1[N+](=O)[O-] | 25.0%
Cc1ccc(S(=O)(=O)N2CCN(C(=O)c3cccs3)CC2)cc1 | 6.0%
CC1CCCN(S(=O)(=O)c2cc(Cl)ccc2Cl)C1 (stereo not given) | 22.0%
O=C1C2=C(Nc3ccccc3SC2c2cccc(O)c2)c2ccccc21 (stereo not given) | 20.0%
COc1ccc2ccccc2c1/C=C(\C#N)C(=O)NCC1CCCO1 (stereo not given) | 2.0%
COc1ccc(CNC(=O)CSCC(=O)Nc2ccc3ccccc3c2)cc1 | 7.0%
COc1cc(C2=N/C(=C\c3ccccc3)C(=O)O2)cc(OC)c1OC | 16.0%
O=C1/C(=C\c2ccccc2)SC(=S)N1CO | 7.0%
COc1ccccc1NC(=O)c1cnn(-c2ccccc2)c1NC(C)=O | 1.0%
Cc1ccc(S(=O)(=O)N(CC(=O)NCCSc2ccccc2)c2cccc(Cl)c2C)cc1 | 36.0%
CCCCOc1ccc(CN2CCN(c3cccc(C(F)(F)F)c3)CC2)cc1 | 12.0%
COc1ccc(Nc2nc(NCc3ccco3)nc(N/N=C/c3ccc(-c4ccc([N+](=O)[O-])c(C)c4C)o3)n2)cc1 | 35.0%
O=C(CSc1ccc(Cl)cc1)NCCc1ccc(F)cc1 | 0.0%
O=C(NC1C2CC3CC(C2)CC1C3)c1cccs1 (stereo not given) | 13.0%
O=C(CSc1cccc2cccnc12)Nc1ccccc1 | 8.0%
CCOc1cc(C=C2C(=O)NC(=O)NC2=O)ccc1OS(=O)(=O)c1ccc(C)cc1 | 17.0%
COc1ccc(C2CC(C(F)(F)F)n3nc(C(=O)Nc4cc(C)ccc4O)cc3N2)cc1 (stereo not given) | 18.0%
O=C1CS/C(=N\N=C\c2cn(Cc3ccc(Cl)cc3Cl)c3ccccc23)N1 | 32.0%
Cc1ccc(/C(N)=N/OC(=O)Cc2ccc(Cl)cc2)cc1 | 5.0%
CC1=C(C(=O)OCC(C)C)C(c2ccc(C)cc2)NC(=O)N1 (stereo not given) | 4.0%

The list goes on; the last four above are carried over.
SMILES | RNase H inhibition
COc1ccc(C2CC(C(F)(F)F)n3nc(C(=O)Nc4cc(C)ccc4O)cc3N2)cc1 (stereo not given) | 18.0%
O=C1CS/C(=N\N=C\c2cn(Cc3ccc(Cl)cc3Cl)c3ccccc23)N1 | 32.0%
Cc1ccc(/C(N)=N/OC(=O)Cc2ccc(Cl)cc2)cc1 | 5.0%
CC1=C(C(=O)OCC(C)C)C(c2ccc(C)cc2)NC(=O)N1 (stereo not given) | 4.0%
CC(C)c1nnc(NC(=O)Nc2ccc(Cl)c(Cl)c2)s1 | 0.0%
COc1cc(/C=C2/C(=O)NN(c3ccc(C)cc3)C2=O)ccc1OCC(=O)O | 0.0%
O=C(Nc1ccc2oc(-c3cccnc3)nc2c1)c1ccc(OCc2ccccc2)cc1 | 0.0%
Cc1ccc(N2CCN(C3C4CC5CC(C4)CC3C5)CC2)cc1 (stereo not given) | 12.0%
COc1ccc(/C=C/c2cc(C(F)(F)F)[nH]c(=O)n2)cc1 | 0.0%
COC(=O)c1sc(NC(=O)c2c(-c3c(Cl)cccc3Cl)noc2C)c(C#N)c1C | 5.0%
Cc1cc(OCC(=O)ONC(=O)c2ccc(Cl)cc2)ccc1Br | 0.0%
Cc1ccc(-n2[nH]c(C)c(C=NCc3ccncc3)c2=O)cc1 | 5.0%
CN1C(=O)/C(=C/c2ccc(OC(=O)c3ccc(F)cc3)cc2)SC1=S | 5.0%
C=C(C)Cn1c(SCC(=O)N/N=C/c2ccc(O)cc2)nc2ccccc2c1=O | 11.0%

Ordered by molecular weight (ascending): some entries from above.
SMILES | RNase H inhibition
Cc1ccc(N2CCN(C3C4CC5CC(C4)CC3C5)CC2)cc1 (stereo not given) | 12.0%
CC(C)c1nnc(NC(=O)Nc2ccc(Cl)c(Cl)c2)s1 | 0.0%
CN1C(=O)/C(=C/c2ccc(OC(=O)c3ccc(F)cc3)cc2)SC1=S | 5.0%

Entries shown so far that contain fluorine:
SMILES | RNase H inhibition
CCCCOc1ccc(CN2CCN(c3cccc(C(F)(F)F)c3)CC2)cc1 | 12.0%
O=C(CSc1ccc(Cl)cc1)NCCc1ccc(F)cc1 | 0.0%
COc1ccc(C2CC(C(F)(F)F)n3nc(C(=O)Nc4cc(C)ccc4O)cc3N2)cc1 (stereo not given) | 18.0%
COc1ccc(/C=C/c2cc(C(F)(F)F)[nH]c(=O)n2)cc1 | 0.0%
CN1C(=O)/C(=C/c2ccc(OC(=O)c3ccc(F)cc3)cc2)SC1=S | 5.0%

(listing goes on)
SMILES | RNase H inhibition
CCOc1ccccc1N(CC(=O)N1CCCC1)S(C)(=O)=O | 13.0%
Cc1cc(NCc2cccc(Cl)c2)nc2cc(Cl)ccc12 | 18.0%
CC1CN(c2c3c(c(C#N)c4nc5ccccc5n24)CCC3)CC(C)O1 (stereo not given) | 15.0%
COc1ccc(C(=O)Nc2nc(-c3ccc(Br)s3)cs2)c(OC)c1 | 0.0%
O=C(Nc1ccc(Cl)cc1)C1CC=CCC1C(=O)OCC(Cl)=C(Cl)Cl (stereo not given) | 3.0%
Cc1cc(C)cc(NC(=O)C2C3C=CC(O3)C2C(=O)O)c1 (stereo not given) | 7.0%
Cc1cccc(C2NCCc3c2[nH]c2ccccc32)c1 (stereo not given) | 0.0%
N#C/C(=C\c1ccc(-c2cccc(C(F)(F)F)c2)o1)C(N)=O | 26.0%
COc1ccc(C(=O)Nc2cccc(Br)c2)cc1OC | 16.0%
CCOc1ccc(/C=N/NC(=O)c2cc(C34CC5CC(CC(C5)C3)C4)[nH]n2)cc1 | 17.0%
O=C(Nc1ccc(NC(=O)c2cc(I)cc(I)c2I)cc1)c1ccccc1 | 17.0%
Cc1ccc(/C=C2/SC(=S)N(CCCC(=O)Nc3ccc(O)cc3)C2=O)cc1 | 6.0%
O=c1cc(-c2ccc([N+](=O)[O-])cc2)nc2cc(-c3cccs3)[nH]n12 | 3.0%
COc1ccc(OS(=O)(=O)c2ccc(Br)cc2C)cc1 | 3.0%
COc1cc(OC)c(OC)cc1CN1CCN(C(=O)c2ccc([N+](=O)[O-])cc2)CC1 | 0.0%
COc1cc(C2NC(=O)NC(C)=C2C(=O)OCC2CCCO2)cc(OC)c1OC (stereo not given) | 4.0%
COc1ccc2c(c1OC)C(=O)N1c3ccccc3N=C(c3ccc([N+](=O)[O-])cc3)CC21 (stereo not given) | 10.0%
C=CCNC(=O)C(=O)NCc1ccc(Cl)cc1 | 8.0%
O=C(Nc1ccc2oc(-c3ccc(F)cc3)nc2c1)c1cccc(Cl)c1Cl | 9.0%
O=C(O)c1ccc(NS(=O)(=O)c2cccc(S(=O)(=O)c3ccc(Br)cc3)c2)cc1 | 9.0%
Cc1sc(/N=C/c2ccc(Cl)cc2)nc1-c1ccccc1 | 0.0%
Cc1ccc(C(=O)Nc2cccnc2)c(Cl)c1 | 12.0%
Cc1ccc(OC(=O)Cn2c(=O)sc3cccc(Cl)c32)cc1C | 12.0%
O=C(CCc1ccc(Oc2cc([N+](=O)[O-])cc([N+](=O)[O-])c2)cc1)Nc1cccc(Cl)c1Cl | 7.0%
COc1cccc(/C=N/NC(=O)CCNc2n[nH]c(=O)[nH]c2=O)c1OC | 0.0%
Cc1ccccc1C(=O)N1CCN(c2cccc(Cl)c2)CC1 | 7.0%
O=C(NCc1ccccn1)C(=O)Nc1nc(C23CC4CC(CC(C4)C2)C3)cs1 | 6.0%
O=[N+]([O-])c1cccc(S(=O)(=O)N2CCN(c3ccccc3)CC2)c1 | 6.0%
Cc1ccccc1NC(=S)NC(=O)/C=C/c1ccccc1 | 10.0%
Cc1ccc(C(=O)Nc2nc(-c3ccc(F)cc3)cs2)cc1[N+](=O)[O-] | 5.0%
O=C(c1ccccc1F)N1CCN(Cc2ccc(F)cc2)CC1 | 0.0%
COc1ccc(Cl)cc1/C=C1\C(=O)NC(=O)N(c2cc(C)cc(C)c2)C1=O | 2.0%
C=CCc1cc(C=O)cc(OCC)c1O | 5.0%
Cc1ccc(OCCCCN2CCCCC2)cc1C | 3.0%
N#Cc1c(/N=C/c2ccccc2O)sc2c1CCCC2 | 11.0%
CN(Cc1ccccc1)C(NC(=O)c1ccccc1)C(Cl)(Cl)Cl (stereo not given) | 11.0%
COc1cc(CN2CCC(N3CCCCC3)CC2)cc(OC)c1OC | 7.0%
COC(=O)c1ccc(NC(=O)c2ccccc2C(F)(F)F)cc1 | 22.0%
CCOc1cc(/C=c2\sc3nc4ccccc4n3c2=O)cc(Br)c1OCc1ccc(F)cc1 | 2.0%
CC(C)CCNC1=CC(=O)CC(c2ccccc2)C1 (stereo not given) | 0.0%
O=C(/C=C/c1cccc([N+](=O)[O-])c1)NC(C(=O)O)c1ccccc1 (stereo not given) | 11.0%
O=C(NC(=S)Nc1cccc(C(F)(F)F)c1)c1cccc(Br)c1 | 17.0%
C#CCOc1ccc(/C=C2\C(=O)NC(=O)N(c3ccc(C)cc3)C2=O)cc1OCC | 1.0%
C#CCOc1c(Cl)cc(C2C(C(=O)OC)=C(C)NC3=C2C(=O)c2ccccc23)cc1Cl (stereo not given) | 0.0%
CC(=O)Nc1ccc(NC(=S)NC(NC(=O)c2cccc([N+](=O)[O-])c2)C(Cl)(Cl)Cl)cc1 (stereo not given) | 26.0%
C=CCN1C(=O)/C(=C\c2ccc(OCCCOc3cccc(C)c3)c(OCC)c2)SC1=S | 4.0%
CC1(C)CC(=O)C(C(C2=C(O)CC(C)(C)CC2=O)c2ccc3ccccc3c2)C(=O)C1 (stereo not given) | 0.0%
Fc1ccc(Cn2cc(/C=N/n3cnnc3)c3ccccc32)cc1 | 16.0%
Cc1ccc(Cl)c(OCCOc2cccc3cccnc23)c1 | 29.0%
Oc1[nH]c2ccccc2c1C=Nc1ccc(Cl)cc1Cl | 7.0%
Next part:
SMILES | RNase H inhibition
CCOC(=O)c1cnn2c(C)cc(C)nc12 | 0.0%
COc1ccc(N2CC(C(=O)N/N=C/c3cc(OC)ccc3OC)CC2=O)cc1 (stereo not given) | 1.0%
CCOc1cc(/C=C2\SC(N)=NC2=O)cc(Cl)c1OCCOc1ccc(C)cc1C | 18.0%
CCOC(=O)C1=C(O)/C(=C\c2ccccc2OC)N=C1C | 2.0%
Cc1c(Cl)cccc1N=C1NC(=O)/C(=C/c2ccc(OC(C)C)cc2)S1 | 15.0%
Cc1cc(C)c(C(N)=O)c(SCC(=O)c2ccc(Cl)cc2)n1 | 5.0%
COc1ccccc1-c1coc2c(CN(C)C)c(O)ccc2c1=O | 23.0%
CN1C(=O)C(=Cc2cn(CC(=O)Nc3ccc(F)cc3)c3ccccc23)C(=O)N(C)C1=O | 7.0%
O=C1C=C/C(=N\S(=O)(=O)c2cccc([N+](=O)[O-])c2)c2ccccc21 | 25.0%
O=C(NC(=S)NCCCN1CCOCC1)c1ccc(Cl)cc1Cl | 3.0%
CCSCCOC(=O)C1=C(C)N(C)C(=O)NC1c1cc(OC)ccc1OC (stereo not given) | 21.0%
COc1ccc(C(=O)NC(=S)Nc2ccc(C)c(C)c2)cc1Cl | 5.0%
CC(N=Cc1ccc(O)cc1)C1COc2ccccc2O1 (stereo not given) | 14.0%
CN1CCN(C(=O)/C=C/c2ccc(Cl)cc2)CC1 | 11.0%
COC(=O)c1cc(NS(=O)(=O)c2ccc(NCc3ccco3)c([N+](=O)[O-])c2)cc(C(=O)OC)c1 | 1.0%
Cc1ccc(NC(=S)NC(=O)c2ccccc2Cl)cc1C | 11.0%
N#Cc1ccc(N=Cc2ccc(Br)cc2)cc1 | 6.0%
CCOc1ccc(N2C(=O)NC(=O)/C(=C/C=C/c3ccco3)C2=O)cc1 | 0.0%
Cc1ccc(-c2nc3cc(NC(=S)NC(=O)c4ccco4)ccc3o2)cc1 | 10.0%
O=C(Nc1nc2ccccc2n1Cc1ccc(Cl)cc1)c1ccc(Cl)cc1 | 11.0%
O=C(/C=C/c1ccc(F)cc1)c1nc2ccccc2s1 | 3.0%
CC1(C)C2CCC1(C)C(NC(=O)C1CC3c4ccccc4C1c1ccccc13)C2 (stereo not given) | 2.0%
COc1cc(Br)c(/C=C/C(=O)O)cc1OC | 9.0%
Cc1ccc(-c2csc(-c3cc4cc([N+](=O)[O-])ccc4oc3=O)n2)cc1 | 16.0%
Cc1ccc(CN2CCN(/N=C\c3cc(Br)ccc3O)CC2)cc1 | 11.0%
COc1cccc(C=C2C(=O)NC(=S)NC2=O)c1OCc1ccc(Cl)cc1Cl | 0.0%
COc1ccc(C)cc1N(CC(=O)NCCSc1ccccc1)S(=O)(=O)c1ccc(C)cc1 | 32.0%
COc1ccc(-c2csc(/C(C#N)=C/c3cccc(OC)c3OC)n2)cc1OC | 9.0%
O=C(Cn1cnc([N+](=O)[O-])n1)NC1CCCC1 | 0.0%
CC(=O)NC(c1ccc(C)cc1)c1c(OC(C)=O)ccc2ccccc12 (stereo not given) | 13.0%
O=C1CSC2=NCN(c3cccc(Cl)c3)CN12 | 0.0%
CCOC(=O)Nc1nc2ccc(S(C)(=O)=O)cc2s1 | 6.0%
COc1ccc(C(=O)NNc2ccccc2)cc1OC | 0.0%
Cc1ccc(-c2nnc3s/c(=C\c4ccc(Br)cc4)c(=O)n23)cc1 | 0.0%
O=C(O)CN1C(=O)C(=O)/C(=C(\O)c2ccccc2)C1c1cccc([N+](=O)[O-])c1 (stereo not given) | 7.0%
CC(=O)C(CCCCOc1ccccc1C)C(C)=O | 12.0%
CSc1ccc(S(=O)(=O)N(CC(=O)NCc2ccncc2)c2ccc(C)cc2)cc1 | 5.0%
